AmpC det inh = Promiscuous and Specific Inhibitors of AmpC Beta-Lactamase (assay with detergent); P00811; purified AmpC, nitrocefin hydrolysis with detergent; Potency, µM (titrated, usually from 28.7 µM), for inactives: top-dose activity change, negative = inhibition; 71,000 compounds, 0.09% hits; active = well fitted curve in the direction sought with a large enough effect; inconclusive = small, poorly fitted or top-dose-only effect
Target sequence (P00811 whole entry, looked up): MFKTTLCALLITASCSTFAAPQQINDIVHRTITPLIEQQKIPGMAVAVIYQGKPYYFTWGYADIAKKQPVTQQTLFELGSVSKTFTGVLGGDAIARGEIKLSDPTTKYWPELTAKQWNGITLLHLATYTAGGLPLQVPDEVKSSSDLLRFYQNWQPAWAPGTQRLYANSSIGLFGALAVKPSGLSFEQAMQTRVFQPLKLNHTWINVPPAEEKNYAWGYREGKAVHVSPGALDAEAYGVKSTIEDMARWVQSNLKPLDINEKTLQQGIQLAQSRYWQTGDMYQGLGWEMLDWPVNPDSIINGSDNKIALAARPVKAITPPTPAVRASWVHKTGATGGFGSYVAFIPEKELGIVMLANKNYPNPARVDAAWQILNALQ
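E. coli AmpC (5.3 nM) in 20 mM phosphate pH 7.0 with 0.01% Triton X-100, preincubated 15 min RT with compound; nitrocefin (2 uL of 800 uM stock) hydrolysis followed by 480 nm absorbance every 20 s over 4 min.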
Starred values were filed as active, the others as inactive; ? = inconclusive; [ ] = another dose, or the depositor's remark. % is scaled to controls: 0 for no effect and ±100 for the full control effect; potency is read from the fitted curve at half-maximal effect. Only part of the results is shown, so the mix of outcomes need not match the whole.

SMILES | AmpC det inh
CC1CC2(C)Oc3ccccc3C3OCC1(CO)C(C)C32 (configuration not stated) | -6%
COc1ccc(C2(NC(C)=O)CCN(C(=O)c3ccco3)CC2)cc1 | 6%
CC(=O)Nc1ccc(NS(=O)(=O)Cc2ccccc2)cc1 | 8%
CCOC(=O)C1=C(C)OC(N)=C(C(=O)OCC)C12C(=O)Nc1ccc(Br)cc12 (configuration not stated) | -1%
COc1ccc(C)cc1NC(=O)COCC(=O)O | -3%
Cc1ccccc1-n1c(=O)c2ccccc2n2c(=O)[nH]nc12 | -2%
CC1(C)CC(=O)C2=C(C1)OC(N)=C(C#N)C2c1cccc(OC(=O)c2ccco2)c1 (configuration not stated) | -4%
Cc1ccccc1N1C(=O)CC(=O)NC1=O | -3%
CCc1cc(=O)oc2c(C)c(O)c(CN(C)C)cc12 | -2%
N#Cc1nc(-c2ccco2)oc1NCCCN1CCOCC1 | -2%
O=C1OCC(c2ccccc2)=C1c1ccc(S(=O)(=O)N2CCOCC2)s1 | -5%
CCN(CC)S(=O)(=O)c1cccc(-c2nnc(SCCOc3ccccc3)o2)c1 | -1%
COc1ccc(-n2c(C)cc(C(=O)COc3ccc(-n4cnnn4)cc3)c2C)cc1 | 11%
O=C1c2ccccc2C(=O)N1CCCCSc1nnc(-c2ccc(OC(F)F)cc2)o1 | 1%
CNC(=O)[C@@]1(C)C=C[C@@H](Cc2ccccc2)N1C(=O)OC | 13%
Cc1ccc2nc(CSc3nnc(-c4ccco4)o3)cc(=O)n2c1 | -5%
CCOC(=O)c1c(C)[nH]c(C)c1C(=O)COc1ccc(NC(=O)c2ccco2)cc1 | 0%
COc1ccc(N2CCN(CCCNC(=O)CCCn3c(=O)[nH]c4ccsc4c3=O)CC2)cc1 | 6%
Cc1cc(C(=O)CN2C(=O)NC(Cc3c[nH]c4ccccc34)C2=O)c(C)n1C (configuration not stated) | -3%
CC1CCN(C(=O)CSc2nnc(-c3ccco3)o2)CC1 | 5%
N#CN=C(N)c1ccccc1 | -1%
CCOc1ccc(N2C(=O)CCC2=O)cc1 | 21%
COC(=O)CNC(=O)CNC(=O)Nc1ccccc1 | -5%
COC(=O)c1ccccc1NC(=O)CN(C1CCCCC1)S(C)(=O)=O | -4%
CCOCCCn1c(SCC(=O)NC(C)C)nc2ccccc2c1=O | -2%

Shown as labelled records: entries from further up.
molecule: CC1(C)CC(=O)C2=C(C1)OC(N)=C(C#N)C2c1cccc(OC(=O)c2ccco2)c1 (configuration not stated)
  AmpC det inh = -4%
molecule: CCOC(=O)C1=C(C)OC(N)=C(C(=O)OCC)C12C(=O)Nc1ccc(Br)cc12 (configuration not stated)
  AmpC det inh = -1%
molecule: CCN(CC)S(=O)(=O)c1cccc(-c2nnc(SCCOc3ccccc3)o2)c1
  AmpC det inh = -1%
molecule: Cc1ccccc1N1C(=O)CC(=O)NC1=O
  AmpC det inh = -3%

Next section
SMILES | AmpC det inh
c1ccc2c(c1)oc1c(N3CCN(Cc4ccc5c(c4)OCO5)CC3)ncnc12 | -5%
CCN(CC)S(=O)(=O)c1cccc(-c2nnc(SCCCC(=O)c3ccccc3)o2)c1 | 5%
COc1ccccc1-n1c(SCC(=O)Nc2ccc3c(c2)OCO3)nc2c(c1=O)SCC2 | 12%
CCOC(=O)C1C(=O)OC(C)(C)C1C(C)C(=O)c1ccc(OC)cc1 (configuration not stated) | -4%
Oc1ccc([C@H](O)[C@@H]2CCCCN2)cc1O | -4%[5.75 µM]
O=c1cc(N2CCC3(CC2)OCCO3)[nH]c(=O)n1-c1ccc(Cl)cc1 | -4%
O=C(Nc1ncnc2c1ncn2C1OC(COC(=O)c2ccccc2)C(F)C1O)c1ccccc1 (configuration not stated) | -1%
Cc1cc(NC(=O)COc2ccc3oc4ccccc4c3c2)no1 | -2%
COc1cccc(N2C(=O)C3CCCN3C2c2ccc(N(C)C)cc2)c1 (configuration not stated) | 8%
CCCNC(=O)c1c(N)n(-c2cccc(OC)c2)c2nc3ccccc3nc12 | -1%
CC1CCC(C(C)C)C(OC(=O)COC(=O)c2ccc(=O)[nH]c2)C1 (configuration not stated) | -8%
CC1(C)CC(=O)C2=C(C1)OC(N)=C(C#N)C2Cc1ccccc1 (configuration not stated) | 4%
Cc1csc(NC(=O)CSc2nc(C)nc3c2c(=O)n(C)c(=O)n3C)n1 | 9%
N#CC1=C(N)Oc2n[nH]c(-c3ccccc3)c2C1c1cccnc1 (configuration not stated) | -8%
CC1CCCC(C)N1C(=O)CSc1nnc(C2CCCCC2)o1 (configuration not stated) | -1%
O=C1CSC(c2ccccc2F)N1c1cc(Cl)ccc1O (configuration not stated) | -2%
CC1=C/C(=C\c2ccc3c(c2)OCO3)C(=O)S1 | ?
C=CCn1c(SCC(=O)Nc2sc(C)c(C)c2C(=O)OCC)nnc1-c1sc(N)nc1C | -2%
CCOC(=O)N1CCN(C(=O)c2ccc3c(c2)N(CC)CCS3)CC1 | 9%
CC(C)c1nnc(NC(=O)C2CCCN2S(=O)(=O)c2ccc(Cl)cc2)s1 (configuration not stated) | 1%
COC(=O)c1ccccc1NS(=O)(=O)c1ccc(O)c(C(=O)O)c1 | -6%
COc1cc2[nH]c3c(N4CCC(C(N)=O)CC4)ncnc3c2cc1OC | -3%
N#CSCSC#N | 6%
COc1cccc(-c2nc(NCc3ccccc3)c3ccccc3n2)c1 | 8%
CS(=O)(=O)N1CCc2cc(-c3csc(NCC4CCCO4)n3)ccc21 (configuration not stated) | 1%
SMILES | AmpC det inh
Cc1ccc(NC(=O)NC2CCCCC2)cc1Cl | -1%
CCCCCCN(C(=O)CCCCCN1C(=O)NC(c2ccc(Cl)cc2)C(C(=O)OCc2ccccc2)=C1C)C(C(=O)NCCCC)c1ccc(OCC(=O)OC)c(C(=O)OC)c1 (configuration not stated) | 10%
COC(=O)c1ccc(NCC(=O)c2ccccc2)cc1 | -3%
COCCN1C(=O)c2oc3cc(C)c(C)cc3c(=O)c2C1c1ccc(O)cc1 (configuration not stated) | -4%
COCC(=O)N1CCC2(CCCN(Cc3nccs3)C2)CC1 | 1%
CC(=O)NC1(c2cccc(F)c2)CCN(C(=O)Nc2ccc(C#N)cc2)CC1 | -1%
Nc1nc(N)nc(CC(=O)O)n1 | 0%[5.75 µM]
Cc1cc(NC(=O)CSc2nnc(C3CC3)n2N)no1 | -3%
Cc1ccccc1CSc1ncc(C#N)c(N)n1 | -2%
CC(COc1cccc2ccccc12)CN1CCN(C)CC1 (configuration not stated) | 5%
Cc1cc(Oc2ccccc2)nc(-c2ccccc2)n1 | -6%
O=C(CSc1ncn[nH]1)Nc1ccc(Cl)c(Cl)c1 | 0%
COc1cccc(NS(=O)(=O)c2ccc(OC)c(OC)c2)c1 | -4%
Cc1c(NC(=O)c2cnn3c(C(F)(F)F)cc(-c4ccco4)nc23)c(=O)n(-c2ccccc2)n1C | 6%
CN1C(=O)SC(Nc2ccccc2C(=O)O)C1=O (configuration not stated) | 12%
CCSc1nc(=S)n(CC)c(C)c1C(C)=O | 0%
CCCCCOC(=O)C1=C(C)N(C)C(=O)NC1c1cc(Br)c(O)c(OC)c1 (configuration not stated) | 1%
Cc1cc(-n2c(C)cc(C(=O)CSc3nnc4sc5ccccc5n34)c2C)no1 | -4%
CCOC(=O)c1sc(NC(=O)CCn2nnc3ccccc32)c(C(=O)OCC)c1C | 0%
Cc1cc(C(F)(F)F)nc(SCC(=O)Nc2cc(C)on2)n1 | 8%
O=C(Nc1ccccc1C(=O)N1CCCC1)C1CCN(c2ncccn2)CC1 | -5%
CC(=O)Nc1cc(C(F)(F)F)ccc1OCC1CCCO1 (configuration not stated) | 0%
CCOC(=O)N1CCC(N2Cc3cccc(C(=O)N4CC(C)CC(C)C4)c3C2=O)CC1 (configuration not stated) | 0%
COc1ccc2occ(C(=O)c3ccc(N=C(C)N(C)C)cc3)c2c1 | -1%
CCN(CC)C(=O)c1cc(-c2ccc(Br)cc2)on1 | 7%
SMILES | AmpC det inh
Clc1ccc(Cl)c(OCCN2CCOCC2)c1 | -3%
COC(=O)c1ccc(CNC(=O)COc2ccccc2Br)o1 | -4%
CCCCNC(=O)Nc1ccon1 | -2%
CCOC(=O)N1CCC(NC(=O)c2cc3c(=O)n(C)c4ccccc4c3n2C)CC1 | 14%
COc1ccc(S(=O)(=O)N(C(C)=O)c2ccc3oc(=O)sc3c2)cc1 | 10%
CN(Cc1nc(-c2ccccn2)no1)S(=O)(=O)c1ccccc1 | -5%
Cn1cccc1C(=O)N1CCC[C@@]2(CCN(c3ccccc3)C2)C1 | 1%
O=C(CSc1nnc(Cn2c(=O)sc3ccccc32)n1CCc1ccccc1)N1CCCC1 | 9%
CCN(CC(=O)NC(C)C)C(=O)c1ccc(S(=O)(=O)N(C)c2ccccc2OC)cc1 | -3%
Cc1ccnc(N2CCCC(C(=O)Nc3cc(F)ccc3C)C2)n1 (configuration not stated) | 3%
O=C(CCC(=O)N1CCCC1)Nc1nnc(C2CCCCC2)s1 | -4%
Cc1cnc(SCCc2ccncc2)nc1C | -6%
CCOc1cccc(C(=O)Nc2cccc(-c3nnc(-c4ccc(C)cc4)o3)c2)c1 | -4%
CCn1c(SCC(=O)c2cc(OC)ccc2OC)nnc1C1CC1 | 12%
Cc1cc(C)n(CCc2nc(-c3cc4ccccc4o3)cs2)n1 | -3%
NS(=O)(=O)c1ccc(CNC(=O)c2ccc(Br)o2)cc1 | -1%
Cc1csc(NC(=O)c2c(O)c3cccc4c3n(c2=O)CCC4)n1 | -4%
O=C(Nc1c(F)c(F)c(F)c(F)c1F)C1CCCCC1 | 3%
O=C(CN1C(=O)NC2(CCCCCC2)C1=O)c1ccc2c(c1)OCCO2 | 30%
Cc1cnc(Nc2nc3ccccc3o2)nc1C(=O)Nc1cccc(C(F)(F)F)c1 | 15%
COc1ccc(OC)c(C2C(C(=O)c3ccc(C)o3)=C(O)C(=O)N2CCCN2CCOCC2)c1 (configuration not stated) | -6%
COc1cccc(N2CCN(C3CC(=O)N(c4ccc(Cl)cc4)C3=O)CC2)c1 (configuration not stated) | 2%
CCOc1ccc(C2NC(=O)c3ccccc3O2)cc1 (configuration not stated) | 13%
CC1CCCCN1C(=O)Nc1cccc(Cl)c1 (configuration not stated) | 9%
O=C(Nn1c(C2CCC2)nc2ccccc2c1=O)C1CCC1 | -5%

Reprinted from the part before: 6 compounds, followed by the next part.
SMILES | AmpC det inh
Cc1cnc(Nc2nc3ccccc3o2)nc1C(=O)Nc1cccc(C(F)(F)F)c1 | 15%
COc1ccc(OC)c(C2C(C(=O)c3ccc(C)o3)=C(O)C(=O)N2CCCN2CCOCC2)c1 (configuration not stated) | -6%
COc1cccc(N2CCN(C3CC(=O)N(c4ccc(Cl)cc4)C3=O)CC2)c1 (configuration not stated) | 2%
CCOc1ccc(C2NC(=O)c3ccccc3O2)cc1 (configuration not stated) | 13%
CC1CCCCN1C(=O)Nc1cccc(Cl)c1 (configuration not stated) | 9%
O=C(Nn1c(C2CCC2)nc2ccccc2c1=O)C1CCC1 | -5%
O=C(c1noc2c1CCCC2)N1CCN(c2ccc(F)cc2)CC1 | -4%
C[C@@H](Cc1ccc(Cl)cc1Cl)NO | -1%[5.75 µM]
C=CCNC(=O)c1ccc(OC)cc1OC | -3%
O=P1(c2ccccc2)C=Cn2c1cc1c2CCCC1 (configuration not stated) | -2%
Cc1ccc(-n2c(SCC(N)=O)nnc2-c2ccccn2)cc1 | -4%
Cc1cc(NC(=O)Cn2nnc3sc4c(c3c2=O)CCC(C(C)(C)C)C4)no1 (configuration not stated) | 12%
O=C1CCc2cc(S(=O)(=O)N3CCC(C(=O)NC4CCCc5ccccc54)CC3)ccc2N1 (configuration not stated) | 11%
CC1(C)CCC2=C(O1)c1ccccc1C(=O)C2=O | -1%
CN(C)c1nc(C(=O)Nc2ccccc2)nc(N(C)C)n1 | -4%
COc1ccc2c(c1)C1(Nc3ccccc3-c3nc4ccccc4n31)C(=O)N2C (configuration not stated) | -2%
CSc1nnc(-c2cnccn2)n1Cc1ccccc1 | 7%
COc1ccc(NC(=O)CSc2nnc(-c3ccco3)n2C)cc1 | 0%
CN(N=O)c1ccc(/C=C\c2ccnc3ccccc23)cc1 | -4%[5.75 µM]
O=c1cc2c(n[nH]1)CCCC2 | 13%
Cc1cc(F)ccc1S(=O)(=O)Nc1ccccc1C(=O)Nc1ccc2[nH]c(=O)[nH]c2c1 | -4%
COc1ccc(C2=C(N)c3ccccc3C2=O)cc1 | 5%
CCNC(=O)CSc1nc2ccccc2c(=O)n1CCCOC(C)C | 0%
C=C(C)c1cccc(C(C)(C)NC(=O)N2CCN(c3ccccn3)CC2)c1 | 14%
CN1CCN(CCCNC(=O)c2cn(C)c3ccc(S(=O)(=O)N(C)C)cc3c2=O)CC1 | 3%
Cc1ccccc1-c1nccc(Nc2ccc(F)cc2)n1 | 6%
CCCN(CCC)CCCNC(=O)c1cn(CCOC)c(=O)c2c1c1ccccc1n2C | 11%
Cc1cc(C)cc(N(CC(=O)Nc2cccc(C)n2)S(=O)(=O)c2c(C)noc2C)c1 | 4%
COCCN(C(C)=O)c1nnc(-c2cnccn2)s1 | 11%
O=C1CC(N2CCSCC2)C(=O)N1CCc1ccccc1 (configuration not stated) | -5%
C1CCN2C[C@@H]3C[C@@H](CN4CCCC[C@H]34)[C@H]2C1 | 0%
Cc1nnc(NC(=O)C2COc3ccccc3O2)s1 (configuration not stated) | -3%
CCS(=O)(=O)N1CCCC(C(=O)NCc2ccc(C)cc2)C1 (configuration not stated) | -4%
O=C(CCC1COc2ccccc2O1)Nc1cccnc1 (configuration not stated) | -6%

Rewritten tab-delimited: entries from further up
Structure	AmpC det inh
CCOCCCn1c(SCC(=O)NC(C)C)nc2ccccc2c1=O	-2%
c1ccc2c(c1)oc1c(N3CCN(Cc4ccc5c(c4)OCO5)CC3)ncnc12	-5%
